pAkt inh – HTS Assay for Inhibitors of Akt Phophorylation: Primary Screen; Neuro2A IGF-stimulated pAkt S473 HTRF, 20 min; hits give low values; activity change, % for hits at 50 µM; 360,000 tested, 0.32% active; in the data active = activity change below about -80%; inconclusive = mostly about -51% to -80%; also: % is scaled to controls: 0 for no effect and ±100 for the full control effect
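Neuro2A cells (4,500/well, DMEM with 0.5% FBS) were treated with compound at a single 50 µM final concentration, stimulated with 6 nM IGF for 20 min at 37 °C, and lysed. Phospho-Akt Ser473 was read by HTRF as 665/615 ratio ×10^4.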
CCT modulator – High-Throughput Screening for Modulators of Cytosolic Chaperonin Activity; purified chaperonin ATPase assay, HTRF ADP detection, 30 min; activity change, % (no concentration beside the values), hits read low; AID 651819, 2012; 360,000 tested, 0.3% active; in the data active = activity change below about -30%; also: % is scaled to controls: 0 for no effect and ±100 for the full control effect
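TRiC (40 or 20 nM final, by batch activity) in 30 mM Tris pH 7.4, 100 mM KCl, 5 mM MgCl2, 1 mM DTT was treated with compound at 76 uM single dose, then 10 uM ATP, 30 min at 37 °C. ADP was read by HTRF Transcreener.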
EPAC2 antag – qHTS for Antagonist of cAMP-regulated guanine nucleotide exchange factor 2 (EPAC2): primary screen. AID 720708, 2013. 360,000 tested, 0.18% active. EPAC2 GEF exchange of Rap1B-BODIPY-GDP, fluorescence. Potency, µM (series often up to 114 µM), for the others: at the top dose activity, negative = inhibition, most hits filed as inhibitors; also: potency is read from the fitted curve at half-maximal effect; % is scaled to controls: 0 for no effect and ±100 for the full control effect; nearly all actives have a fitted effect of over 45% in size; many of its hits are not listed in these tables
Target sequence (Q8WZA2 whole entry, looked up): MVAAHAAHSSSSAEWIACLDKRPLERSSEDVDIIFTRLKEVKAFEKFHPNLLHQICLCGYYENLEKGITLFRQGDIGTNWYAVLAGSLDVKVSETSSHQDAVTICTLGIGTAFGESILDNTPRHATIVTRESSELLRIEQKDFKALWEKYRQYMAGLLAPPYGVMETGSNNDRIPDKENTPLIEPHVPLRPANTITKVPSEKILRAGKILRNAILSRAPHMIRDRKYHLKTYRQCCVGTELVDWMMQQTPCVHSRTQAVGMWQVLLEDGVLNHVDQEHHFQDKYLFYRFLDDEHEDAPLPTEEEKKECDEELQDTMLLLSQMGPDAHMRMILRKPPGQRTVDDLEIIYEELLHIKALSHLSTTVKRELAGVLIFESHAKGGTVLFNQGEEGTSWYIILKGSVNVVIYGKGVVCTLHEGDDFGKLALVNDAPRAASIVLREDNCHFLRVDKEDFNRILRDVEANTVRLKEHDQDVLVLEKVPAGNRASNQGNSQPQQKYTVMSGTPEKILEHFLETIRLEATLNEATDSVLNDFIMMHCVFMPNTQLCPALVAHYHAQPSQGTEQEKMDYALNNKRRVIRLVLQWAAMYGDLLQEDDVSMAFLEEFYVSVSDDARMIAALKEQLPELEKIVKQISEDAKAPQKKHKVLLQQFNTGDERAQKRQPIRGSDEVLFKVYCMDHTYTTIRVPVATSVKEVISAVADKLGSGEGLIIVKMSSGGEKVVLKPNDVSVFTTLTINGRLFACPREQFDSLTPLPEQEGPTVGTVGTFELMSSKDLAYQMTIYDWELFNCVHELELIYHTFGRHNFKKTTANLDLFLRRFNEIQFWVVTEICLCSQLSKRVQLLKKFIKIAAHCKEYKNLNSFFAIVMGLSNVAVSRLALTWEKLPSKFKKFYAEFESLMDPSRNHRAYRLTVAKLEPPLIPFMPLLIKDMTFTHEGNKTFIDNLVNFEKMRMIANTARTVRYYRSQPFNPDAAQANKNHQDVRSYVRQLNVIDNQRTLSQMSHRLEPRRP
EPAC2 ag – qHTS for Agonist of cAMP-regulated guanine nucleotide exchange factor 4 (EPAC2): primary screen; Rap guanine nucleotide exchange factor 4 (Homo sapiens), Q8WZA2; Potency, µM (series often up to 154 µM), for inactives: at the top dose activation, hits mostly activators; 360,000 tested, 0.079% active; EPAC2 activation, biochemical qHTS; response scale: 100% = 6.5 mM cAMP response; also: potency is read from the fitted curve at half-maximal effect; nearly all actives have a fitted effect of over 50% in size
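Exchange assay: 100 nM EPAC2 with 250 nM Rap1B-BODIPY-GDP and 50 uM GDP. Fluorescence (ex 480/em 540 nm) read every 5 min for 30 min at room temperature. Data normalized to 6.5 mM cAMP as agonist control.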
MmCpn inh – Inhibitors of TCP-1 ring complex (TRiC) of Methanococcus maripaludis (MmCpn): qHTS. Chaperonin Mm-Cpn (Methanococcus maripaludis). purified Mm-Cpn ATPase, ADP Transcreener TR-FRET. Potency, µM (highest dose often 76.9 µM), for the others: at the highest dose activity, negative = inhibition, actives largely listed as inhibitors. 330,000 tested, 0.031% active; also: potency is read from the fitted curve at half-maximal effect; % is scaled to controls: 0 for no effect and ±100 for the full control effect; nearly all actives have a fitted effect of over 80% in size
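Eu-cryptate anti-ADP/ADP-d2 competition gives a ratio inversely related to ADP. Enzyme at 25 nM was pre-exposed to compound for 10 min, then given 10 uM ATP for 30 min, 37°C throughout.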
TGFb inhibitor – qHTS for Inhibitors of TGF-b; AID 588855, 2011; HepG2 CAGA-GFP TGF-b/SMAD3 reporter, GFP fluorescence, 18 h; TGF-beta stimulated, 500 pg/mL final; 410,000 tested, 1.2% active; Potency, µM (series often up to 46.1 µM), inactives show top-dose activity, negative = inhibition, usual class: inhibitors; also: potency is read from the fitted curve at half-maximal effect; % is scaled to controls: 0 for no effect and ±100 for the full control effect; nearly all actives have a fitted effect of over 65% in size
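Inhibition of TGF-beta-driven CAGA-GFP reporter expression in HEPG2 cells is measured by cellular GFP fluorescence after 18 h stimulation with 500 pg/mL recombinant TGF-beta in 1% FBS medium at 37 degrees C.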
Nrf2 inh – Nrf2 qHTS screen for inhibitors; A549 ARE-Fluc reporter, luciferase luminescence, 18-24 h; Potency, µM (doses to about 46 µM), for the others: top-dose activity change, negative = inhibition, most hits filed as inhibitors; 360,000 tested, 2.1% active; also: potency is read from the fitted curve at half-maximal effect; % is scaled to controls: 0 for no effect and ±100 for the full control effect; nearly all actives have a fitted effect of over 60% in size
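Nrf2 function is reported as luminescence of an ARE-controlled luciferase in A549 cells. Compounds were tested at several concentrations, and a CellTiter-Fluor read on the same wells flagged cytotoxicity.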
A549 viability – Nrf2 qHTS screen for inhibitors: counterscreen for cytotoxicity. AID 504648, 2011. A549 ARE-Fluc cells, CellTiter-Fluor viability, 18-24 h. Potency, µM (top dose mostly 46 µM), for the others: at the highest dose activity change, negative = cytotoxicity, usual class: inhibitors. 390,000 tested, 0.16% active; also: potency is read from the fitted curve at half-maximal effect; % is scaled to controls: 0 for no effect and ±100 for the full control effect
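A549 ARE-Fluc cells in 5% FBS OPTI-MEM, 5000 cells/well, rested 2 h then exposed to compounds in concentration-response for 18-24 h at 37 °C. Viability by CellTiter-Fluor fluorescence (Ex 405/Em 525) after 30 min; luciferase luminescence (BugLite, 15 min, RT) read afterwards.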
Nrf2 ARE act – qHTS of Nrf2 Activators. 410,000 tested, 0.31% active. AREc32 ARE-luciferase reporter (MCF7-derived line), luminescence, 24 h. Potency, µM (doses to about 46.1 µM), for inactives: at the highest dose activation, actives largely listed as activators; also: potency is read from the fitted curve at half-maximal effect; % of control where 0% means no effect; nearly all actives have a fitted effect of over 65% in size
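Reporter line AREc32 (ARE-Fluc), seeded overnight in OPTI-MEM with 5% FBS; compound pin-transferred, 24 hr at 37 deg C, 5% CO2; luminescent read-out.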
* hit, by the source's call; i = inactive; ? = inconclusive; . = no result given. Unless noted, calls follow the shape of the dose curve; as a rule, active = well fitted curve in the direction sought with a large enough effect; inconclusive = small, poorly fitted or top-dose-only effect, or another doubt; inactive = no such curve, though single readings can be large; an effect the other way counts as inactive or inconclusive.

SMILES	pAkt inh	CCT modulator	EPAC2 antag	EPAC2 ag	MmCpn inh	TGFb inhibitor	Nrf2 inh	A549 viability	Nrf2 ARE act
Cc1ccc(C(CC(=O)N2CCOCC2)c2ccco2)cc1 (stereo not given)	i	2.2	6%	-4%	0%	-3%	?	-1%	3.7%
COc1cc(C2NC(=O)NC(C)=C2C(=O)OCC2CCCO2)ccc1O (stereo not given)	i	1.7	19%	2%	-5%	23%	11%	-12%	2.1%
Cc1ccc(CC(=S)N2CCOCC2)cc1	i	1.2	6%	-1%	-1%	1%	13%	0%	0.5%
O=c1c(S(=O)(=O)c2ccccc2)cn(Cc2ccccc2)c2cc(N3CCOCC3)c(F)cc12	.	.	.	.	.	5%	?	-18%	-0.3%
CCc1cc2c(SCC(=O)NC3CC3)ncnc2s1	i	0.1	1%	-6%	2%	1%	4%	9%	2.9%
COc1ccc2oc(-c3ccc(NC(=O)c4ccc(N5CCOCC5)c([N+](=O)[O-])c4)cc3)nc2c1	i	0.6	4%	-1%	1%	-2%	-24%	-11%	3.9%
COc1ccc(CN(CC(=O)NCc2ccco2)C(=O)CNS(=O)(=O)c2ccc(C)cc2)cc1	i	0.0	-2%	-3%	0%	3%	9%	0%	-0.3%
COCCn1c(Cc2ccccc2)nnc1SC(C)C(=O)NC1CC1 (stereo not given)	i	0.7	3%	6%	1%	-3%	-1%	7%	-1.3%
Cc1cc(NC(=O)COC(=O)CSc2nc3cc(Cl)ccc3n2Cc2ccccc2)no1	i	-3.3	3%	6%	0%	0%	-11%	-4%	-0.1%
Cc1c(NC(=O)C2CC=CCC2C(=O)O)c(=O)n(-c2ccccc2)n1C (stereo not given)	i	1.1	-6%	1%	0%	4%	-8%	-5%	-0.6%
COc1ccccc1N1CCN(C(=O)/C=C/c2cccs2)CC1	i	-2.6	4%	-1%	0%	-15%	9%	-3%	-0.4%
Cc1cc(NC(=O)Cc2ccccc2[N+](=O)[O-])no1	i	1.2	3%	4%	-2%	3%	5%	-2%	3.5%

Overlap with the part before: 2 compounds, then new ones.
SMILES	pAkt inh	CCT modulator	EPAC2 antag	EPAC2 ag	MmCpn inh	TGFb inhibitor	Nrf2 inh	A549 viability	Nrf2 ARE act
COc1ccccc1N1CCN(C(=O)/C=C/c2cccs2)CC1	i	-2.6	4%	-1%	0%	-15%	9%	-3%	-0.4%
Cc1cc(NC(=O)Cc2ccccc2[N+](=O)[O-])no1	i	1.2	3%	4%	-2%	3%	5%	-2%	3.5%
CCOC(=O)Cn1c(C)[n+](C)c2cc(Cl)c(Cl)cc21	i	-0.3	-1%	9%	0%	17%	17%	6%	-1.0%
COc1cc(Cn2nnc3ccccc32)cc(Br)c1O	i	0.9	-3%	6%	-1%	6%	9%	-6%	0.5%
COc1ccc(-n2c(-c3cccc(F)c3)nc3c(cnn3-c3ccc(C)cc3)c2=O)cc1	.	.	.	.	.	21%	-11%	2%	0.6%
Cc1ccc(-c2nnn(CC(=O)N(c3ccccc3)C(C(=O)NCC3CCCO3)c3ccc(F)cc3)n2)o1 (stereo not given)	i	-3.0	0%	1%	1%	-3%	-3%	-3%	-0.5%
Cc1ccc(-n2c(SCc3cn4ccsc4n3)nc3ccccc3c2=O)cc1	i	-1.9	-2%	-3%	0%	?	?	-16%	0.5%
CC(C)Oc1cc(O)c2c(=O)c(-c3ccc(O)cc3)coc2c1	i	-2.2	-17%	-5%	0%	?	24%	-9%	-0.1%
COc1ccc(Cc2nnc(NC(=O)c3ccccc3C)s2)cc1	i	-0.7	5%	-4%	-5%	-15%	-17%	2%	4.7%
Cc1ccccc1-c1cc2nc(-c3ccc([N+](=O)[O-])cc3)cc(=O)n2[nH]1	i	-0.8	-2%	-3%	1%	1%	-4%	8%	-0.2%
COCCNC(=O)NC(=O)COC(=O)C12CC3CC(CC(NC(C)=O)(C3)C1)C2	i	-1.5	-1%	2%	-1%	8%	.	-2%	0.1%
O=C(CC1C(=O)N(c2ccccc2)C(=O)N1Cc1ccc2c(c1)OCO2)Nc1ccccc1 (stereo not given)	.	.	.	.	.	5%	3%	-3%	5.7%
Cc1ccc(CNC(=O)C(=O)NCC2CCCN2S(=O)(=O)c2cccs2)cc1 (stereo not given)	i	-0.5	-1%	11%	-1%	-5%	12%	2%	2.7%
CCn1c(=O)cc(SCC(=O)NCCCN2CCN(c3ccc(F)cc3)CC2)c2ccccc21	i	1.6	20%	9%	1%	-3%	?	-14%	13%
Cc1ccc(SC(C)C(=O)N2CCCC2)cc1 (stereo not given)	i	-1.2	0%	11%	1%	1%	1%	10%	0.9%
CN(CC(=O)Nc1ncn[nH]1)S(=O)(=O)c1ccc(Br)cc1	i	0.6	0%	-3%	-2%	0%	3%	-3%	0.0%
COc1ccc(C)cc1NC(=O)c1cc(C2CC2)nc2c1c(C)nn2C1CCS(=O)(=O)C1 (stereo not given)	i	1.6	-1%	13%	.	7%	-5%	0%	0.2%
Cc1oc(-c2cccc(C(F)(F)F)c2)nc1CN1CCOCC1	i	0.2	4%	-5%	-1%	0%	-9%	4%	6.7%
COC(=O)CSc1cc(C)nc(SC)n1	i	-2.6	10%	-1%	0%	3%	9%	.	0.9%
Cc1ccc(OCC(=O)Nc2nonc2-c2ccc(Br)cc2)cc1	.	.	.	.	.	-7%	?	-1%	-1.1%
CC1C=CCC2C(=O)N(c3cccc(C(=O)N4CCCCCC4)c3)C(=O)C12 (stereo not given)	i	-2.3	14%	3%	.	-5%	11%	4%	-0.7%
CCCCS(=O)(=O)/C=C/[C@H]1[C@H](S(=O)(=O)CCCC)[C@H]2C=C[C@@H]1C2	i	-0.6	8%	-4%	0%	17%	18%	2%	-0.9%
CCC(CC)C(=O)Nc1c2c(nn1-c1ccc(OC)cc1)CS(=O)C2 (stereo not given)	i	-5.0	10%	-6%	2%	2%	?	1%	0.0%
Cc1cc(C(=O)CCC(=O)N2CCN(S(=O)(=O)c3cccs3)CC2)c(C)s1	i	0.8	7%	4%	-1%	-6%	-20%	0%	3.0%
O=C(COC(=O)c1ccc(O)cc1)NCCCc1ccccc1	i	1.2	9%	5%	-1%	7%	14%	2%	-0.1%
OCC[C@@H]1C[C@H](O)[C@@H](O)[C@@]2(OCc3ccc(CO)cc32)O1	i	-0.6	21%	8%	.	-4%	.	.	0.1%
COc1ccc(-c2c(C#N)c(N)nc3c2CCC3)cc1	i	0.5	1%	9%	-3%	-18%	-17%	-6%	-0.8%
COc1ccccc1N1CCN(C(=O)c2ccc(-c3ccccc3)cc2)CC1	i	-2.1	-7%	-5%	3%	?	15%	6%	7.3%
CC1C2CCC(C2)C1OC(=O)c1ccccc1C(=O)O (stereo not given)	i	-1.6	1%	5%	.	-1%	.	.	-0.1%
Cc1ccc(NC(=O)CCCSc2nc3ccccc3[nH]2)cc1	i	-0.3	-12%	10%	1%	?	-8%	-5%	3.1%
CCCS(=O)(=O)NC(=O)C1(C)CCCN(C(=O)COc2ccccc2)C1 (stereo not given)	i	1.2	8%	7%	.	-2%	.	.	0.2%
CCC1=C(NCc2ccccc2)COC1=O	i	-0.3	-9%	5%	.	7%	.	.	2.2%
CCOc1ccccc1N(C)C(=O)c1cc2c(=O)n(CC)c3ccccc3c2s1	i	-0.3	-22%	7%	?	?	?	?	0.2%
COc1ccccc1/C=C1\SC(=S)N(NS(=O)(=O)c2ccccc2)C1=O	i	0.3	?	-5%	2%	-4%	-8%	2%	0.4%
O=C(CCC(=O)Nc1ccccc1)N/N=C/c1ccc2c(c1)OCO2	i	-1.0	10%	0%	2%	?	20%	3%	0.2%
COc1ccc(/C=N/OC(=O)Nc2ccc(Cl)cc2)c(OC)c1	i	1.8	-11%	11%	-1%	-14%	?	1%	3.9%
COc1ccc(/C=C/C(=O)Nc2cc(S(=O)(=O)N3CCOCC3)ccc2C)cc1OC	i	0.2	5%	-5%	1%	-2%	-25%	-6%	3.3%
CCCNC(=O)c1ccc(Cn2cc(C(F)(F)F)ccc2=O)cc1	i	-2.0	4%	5%	1%	0%	-29%	-1%	-0.5%
Cc1cc(NC(=O)COc2coc(CN3CCN(c4ccc(F)cc4)CC3)cc2=O)no1	i	-2.4	1%	-8%	3%	-3%	-21%	7%	2.6%
Cc1c(CNCc2ccc(OC(C)C)cc2)c(C(=O)O)c(C)n1Cc1ccc(Cl)cc1	.	.	.	.	.	-3%	19%	-3%	0.0%
CCCOP(=O)(c1ccc(N(C)C)cc1)C(O)c1cc(OC)c(OC)c(OC)c1 (stereo not given)	i	0.1	3%	2%	0%	12%	3%	-7%	0.3%
O=[N+]([O-])c1ccc(Oc2cccnc2)c([N+](=O)[O-])c1	i	-2.2	13%	2%	.	?	9%	-21%	?
CCCS(=O)(=O)c1nc(S(=O)(=O)c2ccc(C)cc2)c(NCC(C)C)s1	.	.	.	.	.	-1%	-13%	11%	3.5%
CCc1noc(C)c1C(=O)OCC(=O)N(CCOC)c1c(N)n(Cc2ccccc2)c(=O)[nH]c1=O	i	-1.1	-3%	-1%	-1%	1%	-13%	0%	-0.5%
Cc1cc([N+](=O)[O-])ccc1NC1CCCC1	i	0.4	-16%	11%	3%	-24%	?	-11%	0.0%

Some of the compounds tested. The share of hits here may be higher or lower than overall.
